GLD-1 TGE inh: GLD-1-TGE RNA interaction inhibition (C. elegans); purified GLD-1 + fluorescein TGE RNA, fluorescence polarization; inhibition, % at 5.96 µM; 320,000 tested, 0.44% active; AID 2280; Q17339;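 active = percent inhibition above a per-plate cutoff, the plate mean of test compounds plus 3 SD, cut at about 30% in these data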;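 note: 0% = DMSO wells with GLD-1 and probe and 100% = wells lacking GLD-1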
PME-1 primary: blocks human protein phosphatase methylesterase 1 | 320,000 tested, 0.53% active | inhibition, % at 5.9 µM | Q9Y570 | recombinant PME-1, FP-Rh probe fluorescence polarization;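 active = inhibition above the campaign mean of all compounds plus 3 SD, cut at about 26% in these data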;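 note: competitive labeling of PME-1 active site by serine hydrolase directed probe; 0% = PME-1 with DMSO and 100% = wells lacking PME-1 enzyme; inhibitors block probe labeling so polarization falls and inhibition rises; many of its hits are not listed in these tables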
BCLXL inh: Bcl-xL (human) inhibition; Q07817; 320,000 tested, 0.7% active; GST-Bcl-xL / FITC-Bim BH3 peptide fluorescence polarization; inhibition, % at 10.9 µM;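 active = inhibition above the mean of all tested compounds plus 3 SD, cutoff set per campaign, cut at about 30% in these data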;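 note: 0% = DMSO wells and 100% = unlabeled Bim-BH3 peptide competitor; inhibitors lower millipolarization by displacing the labeled peptide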
Fam108B inh: Fam108B inhibition, counter-screen for RBBP9 inhibitors. recombinant Fam108B, FP-Rh probe fluorescence polarization. inhibition, % at 9.51 µM. 300,000 tested, 0.33% active. AID 1947;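 active = inhibition above the screen mean inhibition plus 3 SD, computed separately per campaign, cut at about 18% in these data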;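 note: inhibitors lower polarization as less probe binds the enzyme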
pPAFAH FP inh: inhibitors of human plasma PAF acetylhydrolase (pPAFAH); Q13093; recombinant pPAFAH, FP-rhodamine probe fluorescence polarization; inhibition, % at 3.39 µM; 330,000 tested, 1.5% active; AID 463082;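 active = inhibition above the mean inhibition across the screen plus 3 SD, cut at about 25% in these data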;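 note: inhibitors block binding of the rhodamine activity-based probe so polarization drops; 0% = enzyme with DMSO and 100% = wells lacking pPAFAH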
MCL1-BIM inh: inhibitors of human MCL1 binding to BIM-BH3 peptide; Q07820; inhibition, % at 10.9 µM; 320,000 tested, 0.68% active; GST-MCL1 / FITC-Bim-BH3 fluorescence polarization;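 active = inhibition above the mean inhibition of all tested compounds plus 3 SD, set per campaign, cut at about 40% in these data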;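 note: 0% = DMSO wells and 100% = unlabeled Bim-BH3 peptide control; higher means more loss of mP so more displacement of Bim peptide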
MEX-5 binding: C. elegans MEX-5 TCR-2 RNA binding activity | Q9XUB2 | MEX-5/FITC-TCR2 RNA binding, fluorescence polarization; stronger effect = lower value | activity score (negative = inhibition of binding), % at 10 µM | 300,000 tested, 0.38% active | AID 1832;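 active = inhibition past about -25% in most replicates, and total fluorescence under double the plate's negative control median, limit read from the data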;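 note: 0% = DMSO and -100% = 5 µM competing unlabeled TCR2 RNA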
AHR act: human AHR activation; P35869; AHR-responsive luciferase reporter cells, luminescence; activation, % at 5 µM; 320,000 tested, 2.5% active; AID 2796; in the data active = activation above about 47%;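 note: 0% = vehicle wells and 100% = reference agonist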
Target sequence (P35869 whole entry, looked up): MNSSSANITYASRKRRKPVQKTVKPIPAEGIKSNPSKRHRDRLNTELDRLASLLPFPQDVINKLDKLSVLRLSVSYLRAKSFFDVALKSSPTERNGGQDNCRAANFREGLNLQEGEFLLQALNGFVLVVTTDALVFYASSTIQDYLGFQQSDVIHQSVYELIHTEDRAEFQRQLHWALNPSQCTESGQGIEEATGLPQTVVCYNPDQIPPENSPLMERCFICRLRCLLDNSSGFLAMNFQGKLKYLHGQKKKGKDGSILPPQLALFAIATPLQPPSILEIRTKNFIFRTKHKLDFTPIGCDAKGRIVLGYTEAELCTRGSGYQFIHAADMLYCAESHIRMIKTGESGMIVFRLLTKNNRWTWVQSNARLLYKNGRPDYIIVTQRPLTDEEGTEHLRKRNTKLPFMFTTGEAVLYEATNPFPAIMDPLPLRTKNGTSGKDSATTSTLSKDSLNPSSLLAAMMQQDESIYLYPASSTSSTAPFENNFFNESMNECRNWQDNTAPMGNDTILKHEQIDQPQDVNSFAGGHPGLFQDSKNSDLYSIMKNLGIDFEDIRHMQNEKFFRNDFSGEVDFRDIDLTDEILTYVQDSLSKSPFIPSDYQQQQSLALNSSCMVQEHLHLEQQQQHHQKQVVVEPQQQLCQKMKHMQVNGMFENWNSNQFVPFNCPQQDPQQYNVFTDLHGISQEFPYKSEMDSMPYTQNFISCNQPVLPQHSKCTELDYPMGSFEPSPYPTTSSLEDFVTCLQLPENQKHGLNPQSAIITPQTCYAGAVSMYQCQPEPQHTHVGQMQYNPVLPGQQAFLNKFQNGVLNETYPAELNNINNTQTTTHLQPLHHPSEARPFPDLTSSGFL
PAFAH1B2 FP inh: blocks human PAF acetylhydrolase 1b catalytic subunit 2; inhibition, % at 3.39 µM; 340,000 tested, 1.2% active; recombinant PAFAH1B2, FP-rhodamine activity probe, fluorescence polarization; AID 492953; P68402;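 active = inhibition above the mean of all tested compounds plus 3 SD, cut at about 24% in these data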;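 note: 0% = enzyme with DMSO and 100% = wells lacking PAFAH1B2; many of its hits are not listed in these tables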
Target sequence (P68402 whole entry, looked up): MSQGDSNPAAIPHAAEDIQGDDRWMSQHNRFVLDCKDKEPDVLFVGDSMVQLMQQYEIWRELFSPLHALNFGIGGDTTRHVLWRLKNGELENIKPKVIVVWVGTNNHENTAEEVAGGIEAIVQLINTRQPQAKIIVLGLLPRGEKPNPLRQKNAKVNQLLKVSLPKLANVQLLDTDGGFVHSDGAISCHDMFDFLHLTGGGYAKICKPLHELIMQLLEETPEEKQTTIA
* = called active by the depositor; · = not tested or not shown.

SMILES	GLD-1 TGE inh	PME-1 primary	BCLXL inh	Fam108B inh	pPAFAH FP inh	MCL1-BIM inh	MEX-5 binding	AHR act	PAFAH1B2 FP inh
O=C1/C(=C\c2ccc(C(F)(F)F)cc2)CSc2sccc21	0	-6	-1	-4	2	0	0.4	9	11
Cc1ccc(S(=O)(=O)N2CCC(NC(=O)c3cccc(C)c3)CC2)cc1	4	4	-1	-2	2	-3	0.2	1	-1
CC(C)Oc1ccc(S(=O)(=O)N2CCCCC2)cc1NC(=O)C1CCCC1	-2	1	1	·	-3	5	·	0	5
COc1ccc(CCNCC(O)Cn2c3ccccc3c3ccccc32)cc1OC (stereo unspecified)	-1	4	8	1	-1	8	1.3	3	5
Cc1ccc(-c2nc(CS(=O)(=O)CC(=O)NCCCN(Cc3ccccc3)C(C)C)c(C)o2)cc1	-6	-4	7	-4	-5	4	2.4	1	2
COc1ccc(Nc2cccccc2=O)cc1	4	-6	0	-1	4	2	0.0	-3	5
CCC/C=N/NC(=O)c1ccccc1O	9	-2	6	-4	5	11	1.2	4	7
O=c1cc(CN2CCN(C/C=C/c3ccccc3)CC2)c2cc(O)ccc2o1	8	-2	-1	-6	6	-3	1.2	2	0
O=C(CN1C(=O)/C(=C2/SC(=S)N(CCS(=O)(=O)O)C2=O)c2ccccc21)Nc1cccc(Br)c1	0	·	·	·	3	·	·	-2	3
CCOC(=O)CSc1nc2ccccc2c(=O)n1CCCCCC(=O)NCc1ccco1	3	-6	5	3	3	7	1.1	1	5
CN1CCN(/N=C/c2cccc(Cl)c2Cl)CC1	3	-6	-3	-1	2	3	-2.0	8	1
CCc1cc(=O)oc2cc(OCC=C(C)C)ccc12	3	-1	-3	2	9	5	2.0	-11	4
O=C(O)CC1S/C(=N\N=C2\C(=O)Nc3ccccc32)N(c2ccc(O)cc2)C1=O (stereo unspecified)	-3	19	9	-2	12	8	-8.6	5	3
Cc1ccccc1C(=O)N1CCc2cc(-c3csc(NC(=O)CN4CCCC4)n3)ccc21	0	-4	0	0	6	2	0.3	13	-6
COc1ccc(Nc2ccc(N3C(=O)CCCC3=O)cc2[N+](=O)[O-])c(OC)c1	-3	3	1	2	-5	5	-0.3	2	3
Nc1cc(Nc2ccccc2)c2nonc2c1[N+](=O)[O-]	-4	16	11	2	5	11	-13	-1	5
O=C(Nc1ccc(Oc2cccc3ccccc23)cc1)c1ccco1	5	-21	-4	-12	3	-5	2.7	-16	-6
O=C(NCC1CCCN1S(=O)(=O)c1cccs1)C(=O)Nc1cccc(F)c1 (stereo unspecified)	3	-1	6	-1	5	-2	-1.3	0	-1
CCn1nccc1C(=O)Nc1nccs1	-3	4	-1	3	5	1	·	9	-2
COc1cccc(Nc2nc(Nc3ccc(Cl)c(C(=O)O)c3)nc(C)c2[N+](=O)[O-])c1	3	5	11	·	16	3	·	3	14
COC(=O)c1c(N2C(=O)[C@H]3[C@@H](C2=O)[C@]2(C(=O)Nc4c(C)cc(C)cc42)N2CCC[C@@H]32)sc(C)c1C	-13	-6	4	-2	5	-9	3.4	14	4
Cc1nn(C)cc1NC(=O)Cn1nc(C(F)(F)F)cc1C1CC1	5	1	4	1	-1	-3	-0.5	-1	2
CCN(C[C@H]1N[C@@](Cc2ccccc2)(C(=O)OC)[C@H]2C(=O)N(Cc3ccccc3)C(=O)[C@@H]12)C(C)=O	2	·	·	·	-1	·	·	0	-1
O=C(Nc1cccc(F)c1)c1ccc(-c2ccccc2Cl)o1	-2	-53	2	-29	-23	-2	-1.3	50*	-6
Cn1ncc(N2CCN(C(=O)c3ccc(Cl)cc3)CC2)c(Cl)c1=O	0	-1	4	-1	4	-5	-0.2	0	6
C=CCOCC(O)Cn1c(N2CCCC2)nc2c1c(=O)[nH]c(=O)n2C (stereo unspecified)	4	4	3	6	-5	8	0.8	4	11
O=C(Nc1cc(Cl)ccc1Cl)c1cc(-c2ccco2)on1	-6	-4	-6	-14	1	-7	0.6	11	3
Cc1cccc(NC(=S)NCc2ccc(F)cc2)c1C	0	3	7	-2	0	14	3.5	0	11
Cc1cc(NC(=O)CSc2cn(CC(=O)N(C(C)C)C(C)C)c3ccccc23)no1	1	-6	3	-2	4	-4	-1.8	0	6
COc1ccc(NC(=O)c2cc3c(=O)n4ccccc4nc3n2C)cc1OC	-2	-10	5	3	4	5	0.6	-10	-3

AHR act, entries above that show a hit.
canonical_smiles,GLD-1 TGE inh,PME-1 primary,BCLXL inh,pPAFAH FP inh,MCL1-BIM inh,MEX-5 binding,AHR act,PAFAH1B2 FP inh
O=C(Nc1cccc(F)c1)c1ccc(-c2ccccc2Cl)o1,-2,-53,2,-23,-2,-1.3,50*,-6

Next part
SMILES	GLD-1 TGE inh	PME-1 primary	BCLXL inh	Fam108B inh	pPAFAH FP inh	MCL1-BIM inh	MEX-5 binding	AHR act	PAFAH1B2 FP inh
COc1ccc(Cn2c(SCC(=O)NCc3ccco3)nc3ccsc3c2=O)cc1	6	-2	-7	-1	-5	1	-1.9	1	4
CCOc1ccc(NC(=O)CN(C)C(=O)c2ccc(COc3ccccc3)cc2)cc1OCC	0	-1	-9	·	4	-15	·	3	-2
COC(=O)c1ccc(Cn2nc(C)c(Cl)c2C)o1	2	3	1	-2	2	6	2.8	-1	5
Cc1cccc(NC(=O)CCC(=O)OCC(=O)c2ccc(Oc3ccc([N+](=O)[O-])cc3)cc2)c1	3	5	3	3	5	9	0.7	-2	14
N=C1C(c2nc(-c3ccc(F)cc3)cs2)=C(O)CN1Cc1ccc(Cl)cc1	-7	-1	-4	0	13	-4	-3.3	29	2
CC1C/C(=C/c2ccncc2)C(=O)/C(=C/c2ccncc2)C1 (stereo unspecified)	-3	-2	-2	7	-3	5	-1.8	27	3
CCSc1nnc(NC(=O)NC(C)(C(F)(F)F)C(F)(F)F)s1	3	1	8	-5	4	13	-1.2	0	6
CSc1cccc(NC(=O)CN(C)S(=O)(=O)c2ccc(F)cc2)c1	-5	2	-1	8	2	-4	0.9	9	-2
Cc1ccccc1[C@@H](NC(=O)OC(C)(C)C)C(=O)OC(C)(C)C	1	-2	1	·	2	-1	·	-1	4
COc1cc(NC(=O)CN2C(=O)NC(C)(c3ccccc3)C2=O)c(C)cc1[N+](=O)[O-] (stereo unspecified)	1	-1	0	7	6	-5	-4.1	2	7
O=C(CCN1C(=O)C2CC=CCC2C1=O)NC1CCCCC1 (stereo unspecified)	7	3	0	2	10	10	-2.4	-2	-3
CCOC(=O)COc1nc2ccc(Br)cc2c(-c2ccccc2)c1C(C)=O	-1	1	2	0	4	10	1.3	1	1
CNC(=S)Nc1cc(S(=O)(=O)Nc2cc(Cl)ccc2Cl)ccc1N1CCCC1	-1	11	7	10	18	18	1.0	1	7
CCOc1ccc(CCNC(=O)C2(c3ccccc3)CC2)cc1OCC	3	1	-1	2	2	0	-3.1	-1	6
CC(CN1CCCC(C(N)=O)C1)c1ccccc1 (stereo unspecified)	7	5	-3	-1	-3	0	-2.3	-1	10
COc1ccccc1NS(=O)(=O)c1cc(NC(=O)c2sccc2C)ccc1N1CCCC1	6	4	13	-7	-1	11	2.6	5	-6
COc1ccc(CN2CCN(C(=O)c3cccs3)CC2)cc1Br	5	6	3	3	6	9	-2.6	-1	-1
COc1ccc(CCNC(=O)CN(C)S(=O)(=O)c2ccc3nc(C)sc3c2)cc1OC	-3	-2	3	-3	-1	3	-1.7	0	0
O=C(O)c1cccc(CSc2nnc(Cc3ccccc3)o2)c1	-6	0	4	-4	-7	6	-0.6	-5	13
O=C(N/N=C/c1ccccc1)c1[nH]c2ccc(Br)cc2c1-c1ccccc1	4	-3	5	-8	1	-2	-6.4	4	0
c1ccc(/N=C2\N=C(Nc3ccccn3)c3ccccc32)nc1	0	-3	4	-6	2	7	-1.4	0	2
COc1cc(S(=O)(=O)NCc2ccncc2)ccc1Br	-1	7	-3	-3	0	-2	1.4	-1	5
COc1ccc(CCNC(=O)CCC(=O)N2CC(C)Oc3ccc(Cl)cc32)cc1OC (stereo unspecified)	-2	-1	3	2	3	5	-1.2	5	5
COc1ccccc1OCCNC(=O)C1CC(=O)N(Cc2ccccc2)C1 (stereo unspecified)	3	0	3	·	-1	2	·	1	11
C=C(C)CSc1nc2ccccc2[nH]1	1	3	-1	-2	-2	2	0.0	12	-5
COc1ccc(NC(=O)c2cn(-c3ccccc3)nc2-c2cc3ccccc3o2)cc1	-1	-14	-1	-2	-7	0	-0.3	7	-15
CCCCNc1c(-c2ccc(OC)c(Sc3ccc(OC)cc3)c2)nc2ccccn12	1	4	11	7	16	4	0.9	7	5
CCCn1ncc(CN2CCN(Cc3ccc(C)o3)C(CCO)C2)c1C (stereo unspecified)	2	-4	1	-1	1	-1	-5.2	1	5
CS(=O)(=O)N(Cc1ccccc1)c1ccc(C(=O)Nc2ccccc2Sc2ccccc2)cc1	21	-15	4	-7	-6	1	-0.2	9	-6
CC(=O)C1(O)C(C)CC2C3CCC4CC(O)CCC4(C)C3=CCC21C (stereo unspecified)	-2	-5	0	-8	-1	-2	1.4	6	-2
Cc1cccc(N2CCN(c3ccc(NC(=O)/C=C(/C(=O)O)c4ccccc4)cc3)CC2)c1	6	9	-2	-3	4	3	0.9	0	2
Cc1ccc(NS(=O)(=O)c2cc(C(=O)O)ccc2Cl)cc1	-4	2	2	2	0	-2	0.2	7	20
O=C(Nc1cccc(F)c1)/C(=C\c1ccco1)NC(=O)c1ccco1	-1	-4	-1	2	2	0	0.6	25	0
Cc1c(C(=O)NC(C)C)sc2ncn(CC(=O)N3CCC(C)CC3)c(=O)c12	3	-3	1	-5	-2	-7	0.9	-1	4
CC(OC(=O)c1cccnc1)C(=O)Nc1ccc2c(c1)OCO2 (stereo unspecified)	2	-9	4	0	-1	0	0.5	4	-3
Cc1cc(C(=O)OCC(=O)c2ccc3c(c2)NC(=O)CO3)c2ccccc2n1	-1	-17	-15	-18	8	-15	4.5	-1	-2
CC(=O)Nc1ccc(Nc2nnc(-c3ccc(C)c(S(N)(=O)=O)c3)c3ccccc23)cc1	1	0	6	9	8	7	-0.4	-1	2
O=C(/C=C/c1ccccc1[N+](=O)[O-])Oc1ccccc1	5	5	-1	-1	5	-3	-1.6	10	·
CCOC(=O)c1cn(-c2ccccc2)nc1-c1cccnc1	2	2	4	-1	-2	3	-0.8	41	-2

One compound at a time, as listed above.
Cc1ccc(NS(=O)(=O)c2cc(C(=O)O)ccc2Cl)cc1 as listed: GLD-1 TGE inh = -4; PME-1 primary = 2; BCLXL inh = 2; Fam108B inh = 2; pPAFAH FP inh = 0; MCL1-BIM inh = -2; MEX-5 binding = 0.2; AHR act = 7; PAFAH1B2 FP inh = 20
Cc1c(C(=O)NC(C)C)sc2ncn(CC(=O)N3CCC(C)CC3)c(=O)c12 as listed: GLD-1 TGE inh = 3; PME-1 primary = -3; BCLXL inh = 1; Fam108B inh = -5; pPAFAH FP inh = -2; MCL1-BIM inh = -7; MEX-5 binding = 0.9; AHR act = -1; PAFAH1B2 FP inh = 4

Three compounds from above, ordered by heavy-atom count, high to low.
SMILES	GLD-1 TGE inh	PME-1 primary	BCLXL inh	Fam108B inh	pPAFAH FP inh	MCL1-BIM inh	MEX-5 binding	AHR act	PAFAH1B2 FP inh
Cc1cc(C(=O)OCC(=O)c2ccc3c(c2)NC(=O)CO3)c2ccccc2n1	-1	-17	-15	-18	8	-15	4.5	-1	-2
CC(OC(=O)c1cccnc1)C(=O)Nc1ccc2c(c1)OCO2 (stereo unspecified)	2	-9	4	0	-1	0	0.5	4	-3
CCOC(=O)c1cn(-c2ccccc2)nc1-c1cccnc1	2	2	4	-1	-2	3	-0.8	41	-2

Assay outcomes (PubChem BioAssay)

Not all compounds are listed. The share of hits here may be higher or lower than overall.
